HTRA1 inhibitor – blocks human HTRA1 serine peptidase; Q92743; inhibition, % at 5.96 µM; hit rate 0.5% among 340,000; recombinant HTRA1, FP-rhodamine activity-based probe, fluorescence polarization; in the data active means inhibition above about 36%;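 further: 0% = enzyme with DMSO and 100% = wells lacking enzyme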
TCR CD3 inh – inhibitors of human TCR-CD3 interaction. TAMRA-labeled TCR probe fluorescence, biochemical. inhibition, % at 9.4 µM. hit rate 0.37% among 360,000; in the data active means inhibition above about 19%;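 further: recombinant mutant TCR 2C K166C tagged with TAMRA read by polarization; 0% = receptor in buffer alone and 100% = receptor with positive control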
DDE Tn7 FP inh – inhibitors of Tn7 peptide binding to human fibrin DD(E) | inhibition, % at 8.3 µM | AID 720508 | P02675 | FP displacement of FITC-Tn7 peptide from fibrin DD(E); 0% = median of compound wells per plate | hit rate 0.13% among 370,000;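 active means inhibition above the mean of compounds falling within the control limits plus 3 SD of them, cut at about 14% in these data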;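 further: 0% = plate median of compound wells and 100% = 10 µM Aha-Tn7 peptide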
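Measure: % inhibition scaled between sample-field median and high-control FP; Test system: human fibrin DD(E); Quantity: 2 µM final DD(E) protein; Doses: one dose, 8.3 µM nominal; Schedule: compound with protein 10 min, then 3 h after probe, room temperature; Detection: fluorescence polarization; Medium: Tris buffer with calcium and detergent, pH 7.8.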
LEDGF integ inh – blocks HIV-1 LEDGF/p75-dependent DNA integration. TR-FRET IN-LEDGF/p75 DNA integration, Eu/Cy5. inhibition, % at 3.7 µM. hit rate 0.64% among 370,000. AID 743269;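 active means inhibition above the screen-wide mean plus 3 SD, cut at about 13% in these data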;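 further: signal is the Cy5 over europium emission ratio at 671 and 618 nm; 0% = plate median of compound wells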
SIAE inh – blocks human sialic acid acetylesterase. SIAE FP-Rh probe binding, fluorescence polarization. AID 1053197. hit rate 0.69% among 370,000. inhibition, % at 9.66 µM;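 active means inhibition above a cutoff: mean of compounds within the control limits plus 3 SD of those, cut at about 17% in these data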;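 further: 0% = plate median of compound wells and 100% = probe without SIAE protein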
mABHD4 FP – inhibits mouse alpha/beta hydrolase domain 4 | inhibition, % at 8.92 µM | Q8VD66 | hit rate 0.54% among 370,000 | purified mABHD4, FP-Rh probe fluorescence polarization;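 active means inhibition exceeding the mean over every tested compound plus 3 SD, cut at about 30% in these data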;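 further: 0% = plate median of compound wells and 100% = S159A mutant with DMSO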
Target sequence (Q8VD66 whole entry, looked up, the tested form may be a part): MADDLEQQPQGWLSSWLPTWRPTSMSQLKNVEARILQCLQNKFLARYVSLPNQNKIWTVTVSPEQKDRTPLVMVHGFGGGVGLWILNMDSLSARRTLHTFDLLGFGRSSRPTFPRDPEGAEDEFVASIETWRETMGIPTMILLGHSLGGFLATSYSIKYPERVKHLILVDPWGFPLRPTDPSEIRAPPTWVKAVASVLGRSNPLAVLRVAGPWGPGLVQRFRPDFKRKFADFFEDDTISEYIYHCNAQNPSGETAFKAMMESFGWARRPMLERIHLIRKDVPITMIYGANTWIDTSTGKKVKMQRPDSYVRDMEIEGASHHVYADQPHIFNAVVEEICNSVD
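assay system = mABHD4 protein | compound dosing = single nominal dose of 8.92 µM, 0.89% DMSO final | read-out basis = percent inhibition of probe binding, normalized to plate controls | schedule = Enzyme–compound pre-incubation 45 min, then probe 60 min, both 25 °C | detection = fluorescence polarization, excitation 525 nm, emission 598 nm, BODIPY TMR filters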
UHRF1 binding – human UHRF1 methylated DNA binding inhibitors | UHRF1 binding to methylated oligo, TR-FRET | Q96T88 | inhibition, % at 4.4 µM | AID 687016 | hit rate 0.75% among 370,000; in the data active means inhibition above about 21%;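 further: UHRF1 SRA domain binding a hemimethylated CpG hairpin DNA probe; 0% = median of test compound wells and 100% = reference inhibitor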
PG9 binder – binds the HIV-1 gp120 antibody PG9; TR-FRET gp120-PG9 antibody binding; inhibition, % at 6.7 µM; hit rate 0.43% among 360,000; in the data active means inhibition above about 8.5%
PRMT1 FP inh – PRMT1 (human) inhibition, primary screen | Q99873 | recombinant PRMT1, activity-based probe fluorescence polarization | inhibition, % at 2.79 µM | hit rate 1.3% among 370,000 | AID 652257;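 active means inhibition above about 21% made by adding two undisclosed values, limit read from the data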
Target sequence (Q99873 whole entry, looked up): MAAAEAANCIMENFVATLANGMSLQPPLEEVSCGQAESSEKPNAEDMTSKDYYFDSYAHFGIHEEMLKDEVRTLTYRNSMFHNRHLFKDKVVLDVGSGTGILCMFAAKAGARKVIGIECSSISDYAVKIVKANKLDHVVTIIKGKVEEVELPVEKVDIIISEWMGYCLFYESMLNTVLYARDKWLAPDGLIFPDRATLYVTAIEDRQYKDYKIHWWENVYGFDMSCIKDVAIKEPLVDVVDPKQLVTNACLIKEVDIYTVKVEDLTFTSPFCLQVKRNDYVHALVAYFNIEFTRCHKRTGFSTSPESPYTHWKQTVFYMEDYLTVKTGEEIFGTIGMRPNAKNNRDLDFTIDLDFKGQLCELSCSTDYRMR
TDP2 absorb – TDP2 (human) inhibition, absorbance primary screen; O95551; recombinant TDP2, T5PNP hydrolysis, p-nitrophenol absorbance 415 nm; hit rate 0.34% among 370,000; inhibition, % at 12.8 µM; AID 720702;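 active means inhibition above the mean of all tested compounds plus 3 SD, set per campaign, cut at about 25% in these data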;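 further: 0% = DMSO with enzyme and 100% = buffer with substrate but no TDP2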
Target sequence (O95551 whole entry, looked up): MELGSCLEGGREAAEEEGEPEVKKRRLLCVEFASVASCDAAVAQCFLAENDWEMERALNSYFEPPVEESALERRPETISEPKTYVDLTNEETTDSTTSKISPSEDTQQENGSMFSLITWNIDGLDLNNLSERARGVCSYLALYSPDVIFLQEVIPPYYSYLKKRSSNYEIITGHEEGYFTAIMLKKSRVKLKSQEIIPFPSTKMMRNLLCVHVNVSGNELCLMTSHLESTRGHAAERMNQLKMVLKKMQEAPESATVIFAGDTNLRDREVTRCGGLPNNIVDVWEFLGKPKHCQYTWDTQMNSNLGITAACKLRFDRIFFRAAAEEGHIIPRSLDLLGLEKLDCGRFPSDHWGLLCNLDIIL
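test system = human TDP2 enzyme | input = TDP2 enzyme at 120 nM final | medium = 50 mM Tris-HCl pH 7.5 with Mg2+, KCl, DTT, BSA | also added = T5PNP substrate, 5 mM | times = 2 h at 37 °C | technique = epi absorbance | benchmarks = high control without enzyme, low control DMSO plus TDP2 | replication = each compound tested once, singlicate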
Starred values were filed as active, the others as inactive; / = not tested or not shown; & = joins results of further samples.

SMILES | HTRA1 inhibitor | TCR CD3 inh | DDE Tn7 FP inh | LEDGF integ inh | SIAE inh | mABHD4 FP | UHRF1 binding | PG9 binder | PRMT1 FP inh | TDP2 absorb
NNC(=O)c1nnsc1-c1csnn1 | 4 | 11 | 4 | -1 | 5 | 19 | -2 | -1.3 | 9 | 1
CN(C)/C=C/C(=O)c1cccc(Cl)c1 | -11 | -5 | -2 | 1 | -8 | -7 | 4 | 0.1 | 5 | -9
NC(=O)CC(NC(=O)Cc1ccc(Br)cc1)c1ccc(NCCN2CCOCC2)c([N+](=O)[O-])c1 (centres undefined) | -2 | 4 | 1 | 0 | -2 | -3 | -5 | -0.3 | -1 | 11
CCOc1ccc(N2C(=O)CSC2=NC#N)cc1 | -2 | -9 | 8 | -4 | 0 | 4 | 1 | 0.1 | 5 | 1
O=[N+]([O-])c1cc(C(F)(F)F)ccc1NC1CCN(Cc2ccccc2)CC1 | / | 39* | -5 | 2 | 2 | -2 | -1 | -1.2 | -4 | 7
O=C(NCc1cccs1)c1ccc2sc(C3=C[C@@H](O)[C@@H](O)[C@@H](CO)O3)nc2c1 | / | -5 | -1 | 0 | -4 | 4 | 1 | -2.3 | 6 | -2
COc1cccc(Nc2n[nH]c(=S)s2)c1 | 5 | 8 | -8 | -4 | 5 | 0 | -4 | -3.9 | 43* | 3
COCC(=O)Nc1cc([N+](=O)[O-])ccc1C | -4 | 5 | 7 | -3 | -3 | 1 | -1 | -1.9 | 2 | 7
Cc1nc([N+](=O)[O-])c(C(=O)OCc2ccccc2)n1C | 5 | 5 | 4 | 1 | -5 | 5 | 1 | 1.9 | 0 | 12
CCOC(=O)C1=NN(C(=O)Cc2ccccc2)C(O)(C(C)(C)C)C1 (centres undefined) | 8 | 5 | 4 | 0 | 5 | 1 | 0 | -0.2 | 1 | 5

3 of the compounds above, with each value named.
CCOC(=O)C1=NN(C(=O)Cc2ccccc2)C(O)(C(C)(C)C)C1 (centres undefined)
  HTRA1 inhibitor: 8	TCR CD3 inh: 5	DDE Tn7 FP inh: 4	LEDGF integ inh: 0	SIAE inh: 5	mABHD4 FP: 1	UHRF1 binding: 0	PG9 binder: -0.2	PRMT1 FP inh: 1	TDP2 absorb: 5
O=C(NCc1cccs1)c1ccc2sc(C3=C[C@@H](O)[C@@H](O)[C@@H](CO)O3)nc2c1
  HTRA1 inhibitor: /	TCR CD3 inh: -5	DDE Tn7 FP inh: -1	LEDGF integ inh: 0	SIAE inh: -4	mABHD4 FP: 4	UHRF1 binding: 1	PG9 binder: -2.3	PRMT1 FP inh: 6	TDP2 absorb: -2
CCOc1ccc(N2C(=O)CSC2=NC#N)cc1
  HTRA1 inhibitor: -2	TCR CD3 inh: -9	DDE Tn7 FP inh: 8	LEDGF integ inh: -4	SIAE inh: 0	mABHD4 FP: 4	UHRF1 binding: 1	PG9 binder: 0.1	PRMT1 FP inh: 5	TDP2 absorb: 1

(more compounds)
SMILES | HTRA1 inhibitor | TCR CD3 inh | DDE Tn7 FP inh | LEDGF integ inh | SIAE inh | mABHD4 FP | UHRF1 binding | PG9 binder | PRMT1 FP inh | TDP2 absorb
COc1ccc(OC)c(Nc2nnc(C)c(=O)[nH]2)c1 | / | 0 | -2 | -4 | 12 | -2 | 3 | -2.5 | -1 | -6
COc1ccc(CC(=O)N2CCc3ccccc32)cc1 | 3 | -3 | 5 | 2 | -12 | -3 | 5 | 0.2 | 0 | -4
Cc1cc(C)cc(Cn2cc(CN3CC(N4CCSCC4)CS3(=O)=O)nn2)c1 (centres undefined) | / | -2 | 4 | 1 | 1 | 3 | 1 | -3.2 | 5 | -5
O=C(CN1C(=O)c2ccccc2C1=O)NCC1COc2ccccc2O1 (centres undefined) | 6 | 7 | -8 | -2 | 5 | 2 | 0 | -2.7 | 0 | 8
N#Cc1c2n(c3c(=O)n(Cc4ccccc4Cl)cnc13)CCCCC2 | 2 | -3 | -3 | -3 | -2 | -4 | 2 | -0.6 | -1 | -2
O=C(O)CSc1nnc(-c2cccc(S(=O)(=O)N3CCOCC3)c2)n1-c1ccc(F)cc1 | 2 | -3 | 9 | 1 | 0 | 4 | -3 | 1.6 | 0 | -4
COC(=O)C1=CN(CC2CCCO2)C=C(C(=O)OC)C1c1ccccc1C(F)(F)F (centres undefined) | -5 | -4 | 2 | 1 | 6 | -8 | -1 | 0.0 | 0 | 5
O=C(CSc1nnnn1C1CCCC1)Nc1ccc(F)cc1 | 0 | -6 | 0 | -3 | -1 | 4 | 2 | -0.9 | -3 | -5
CC[C@H](C)[C@H](NC(=O)OCc1ccccc1)C(=O)OCC(=O)N1CCN(c2ccc(OC)cc2)CC1 | -4 | 9 | 5 | -2 | 13 | 0 | 0 | 1.1 | -1 | -6
COc1ccc(C2NC(=O)c3n[nH]c(C)c32)c(OC)c1 (centres undefined) | -3 | 1 | 5 | -2 | -7 | -2 | 2 | 0.6 | 4 | 4
CCc1noc(C)c1C(=O)OC(C)C(=O)NCc1ccc(OC)cc1 (centres undefined) | 10 | -3 | -3 | 2 | 1 | -3 | 1 | -0.5 | -1 | 0
O=C(N[C@H](C(=O)N1CCC[C@H]1C(=O)NCc1ccccc1)c1ccccc1)c1ccccc1 | / | -5 | 1 | -4 | -5 | -2 | 3 | -1.7 | 8 | -1
CC[C@@]1(C(=O)OC)N[C@H](CN(C)C(=O)Nc2ccc(C)cc2)[C@@H]2C(=O)N(Cc3ccccc3)C(=O)[C@@H]21 | -4 | -11 | 2 | -5 | -1 | 3 | 3 | -2.6 | 2 | 2
O=C(Nc1cccc(F)c1)C1CCN(S(=O)(=O)c2cccc3nonc23)CC1 | -7 | 5 | -3 | 3 | -1 | 4 | 1 | -1.1 | -1 | -8
COC(OC)c1ccnc(-c2ccc(OC(=O)c3ccccc3)cc2)n1 | 1 | 3 | -3 | 5 | 3 | -2 | -1 | -2.3 | -4 | 11
O=C(NCCc1ccccc1F)C1CCCN(c2nc3ccccc3s2)C1 (centres undefined) | -5 | 10 | 6 | 1 | 3 | -8 | 2 | 0.9 | -4 | -1
CC1CC(C)CN(C(=O)COC(=O)c2cccc([N+](=O)[O-])c2)C1 (centres undefined) | 0 | 4 | -10 | 4 | -1 | 7 | -1 | 0.7 | 1 | -7
CCNC(=O)OCC(CC)NC(=O)OCC(C)C (centres undefined) | -2 | 2 | 5 | 0 | -2 | -5 | 2 | 0.9 | -2 | 5
O=C(CNC(=O)c1ccc(Br)o1)NCc1ccccc1 | -1 | 3 | 2 | -1 | 0 | 8 | 0 | -2.0 | 1 | -1
O=C(NC1CCCN(C2Cc3ccccc3C2)C1)c1ccc(F)cc1Cl (centres undefined) | -1 | 11 | -5 | 0 | -5 | 6 | 13 | -1.1 | 0 | -3
COc1cc(C2C3=C(CCCC3=O)Nc3[nH]n(-c4ccccc4)c(=O)c32)ccc1O (centres undefined) | -1 | 2 | 0 | 0 | 2 | 5 | -6 | -13 | 1 | 5
Cc1ccc(C(=O)NNC(=O)CSc2nnc(-c3ccncc3)n2C)cc1 | -1 | 0 | -3 | -1 | 4 | 6 | 0 | 1.1 | -2 | -6
O=C(NNC(=O)c1ccccc1F)c1ccc(S(=O)(=O)N2CCCCC2)cc1 | -2 | -8 | 0 | -4 | 9 | -1 | -1 | 0.5 | 4 | 9
CCOC(=O)c1c(C)nc(C)c(C(=O)OCC)c1-c1cccnc1 | -6 | -7 | 3 | 2 | -10 | -6 | 3 | 0.5 | 11 | -17
CN(Cc1ccc(Cl)cc1)C(C(=O)NC1CCCCC1)c1cc2ccccc2o1 (centres undefined) | / | -8 | 3 | -4 | 3 | -2 | 1 | -2.3 | 0 | 9
CC(=O)c1cccc(NC(=O)CCS(=O)(=O)c2ccc(Br)s2)c1 | 2 | 2 | 2 | 1 | 0 | 3 | 0 | 0.2 | 2 | 11
CCNC(=O)/C=C1\NC(C)(C)Cc2c1ccc1ccccc21 | -7 | 1 | 4 | 0 | 4 | -3 | 22* | -1.4 | 9 | 0
CCOc1ccccc1N1CCN(CC(=O)Nc2nccs2)CC1 | 7 | -2 | 1 | 0 | 3 | -1 | 0 | 0.3 | 1 | -2
Cc1nnc(NC(=O)c2cccc(S(=O)(=O)N3CCCC3)c2)s1 | 2 | 4 | -3 | 3 | 3 | -1 | 1 | -1.0 | -3 | 9
O=C(NCCCc1ccccc1)Nc1cccc(Cl)c1 | -31 | -2 | 0 | -6 | -5 | -23 | 2 | 0.6 | 1 | 1
COC(=O)C1=C(C)N(C)C(=NCc2ccc(C(F)(F)F)cc2)NC1c1cccc(Cl)c1 (centres undefined) | / | 5 | -10 | -1 | 5 | 15 | -3 | 0.1 | -4 | -1
O=C(CN1CCN(C(=O)CNC(=O)c2ccc(N3CCCC3=O)cc2)CC1)Nc1cccc(F)c1 | 6 | -4 | 8 | -2 | -6 | -9 | 2 | -1.6 | 4 | 3
CCn1c(SCC(=O)N2CCCC2)nc2ccccc21 | -11 | -3 | -1 | -2 | -1 | 1 | -2 | -0.3 | -4 | 4
O=C(Nc1ccc2c(c1)OCCO2)c1ccc(Cl)cc1 | -3 | 6 | -2 | -4 | -4 | 4 | 4 | -1.5 | -3 | 7
O=C(NCc1ccc(F)cc1)C1CC(=O)N(C2CCCCCCC2)C1 (centres undefined) | 1 | -1 | -3 | -3 | -2 | 3 | 2 | 0.5 | 3 | 6
NC(=O)c1cc(S(=O)(=O)N2CCCC2)ccc1OCCOc1ccccc1 | -1 | -5 | -5 | -5 | 4 | 3 | 3 | 0.8 | 6 | 3
COc1ccc(Cl)c(N2CCN(CCCNC(=O)Nc3ccc(C)cc3)CC2)c1 | -2 | 1 | 1 | 1 | 5 | 11 | 8 | 1.6 | -3 | 2
CCCCN1CC(=O)N2[C@H](C[C@@]3(n4ccc5ccccc54)c4ccccc4N(S(=O)(=O)c4ccccc4)[C@@H]23)C1=O | / | / | 6 | -3 | -5 | 3 | 1 | / | 2 | -2
CC1CCCN(CC(=O)Nc2cccc([N+](=O)[O-])c2)C1 (centres undefined) | 1 | 3 | 7 | -1 | 6 | 2 | 0 | -1.1 | -2 | -6
COC(=O)/C(C(C)=O)=C(\C=C\N(C)C)N(C)C | 1 | 1 | -4 | 0 | -11 | 5 | -2 | -0.6 | -2 | -5
O=C(CCCn1nnc(-c2cccnc2)n1)c1ccc(F)cc1 | -2 | -6 | -3 | -3 | -7 | 4 | 2 | -0.8 | 2 | -8
NC(=O)Cc1ccc(C(=O)c2ccccc2F)s1 | 2 | 4 | -6 | 9 | -5 | 0 | 0 | -2.1 | -3 | -8
Cc1cc2oc(=O)cc(CN(C)Cc3ccc(OC(F)F)cc3)c2cc1Cl | -8 | -2 | 4 | -2 | -2 | 0 | 0 | -3.0 | 0 | -5
COC(=O)c1ccc(N2CC3CNC(=O)C2(C(=O)OC)N3C)cc1 (centres undefined) | 6&-4 | 7&6 | -1&4 | -5&0 | -6&-14 | 2&8 | 1&0 | 0.1&-1.5 | 0&3 | -4&-5

Bioassay records: PubChem, The Scripps Research Institute Molecular Screening Center
